FUS yeast rescue: rescues growth of FUS-expressing yeast; hit rate 0.24% among 390,000; S. cerevisiae FUS-expressing, growth rescue, OD600, 24 h; Potency, µM (series often up to 76.6 µM), without a hit: at the top dose growth rescue (activation), most hits filed as activators; AID 1347120;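 note: potency is the fitted concentration of half-maximal effect; plate controls were DMSO vehicle for no effect and reference control for full effect; nearly all actives have a fitted effect of over 55% in size; some results filed as inactive show a strong effect at the top dose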
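Absorbance at 600 nm, taken 24hr after compound addition, measured rescue of FUS-yeast growth at 30C. Induction used 2% galactose with seeding at OD 0.005. Controls: CP55940 from 92uM final, DMSO only.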
WRN inhibitor: blocks human WRN helicase; Q14191; WRN helicase unwinding, fluorescent forked duplex, kinetic; Potency, µM (highest dose often 114 µM), for the others: at the highest dose activity change, negative = inhibition, actives largely listed as inhibitors; hit rate 0.46% among 360,000; AID 651768; note: potency is the fitted concentration of half-maximal effect; % is set by controls: 0 for no effect and ±100 for the full control effect; nearly all actives have a fitted effect of over 55% in size
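Primary qHTS, 1536-well format. 20 nM WRN + compound, 15 min RT; start with 100 nM forked fluorophore/quencher duplex, 2 mM ATP (final); kinetic read ex 525/em 598 nm.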
IL2 activator: IL-2 activation; activation, % (series mostly up to about 46 µM); hit rate 0.065% among 360,000; AID 652025; IL-2 activation reporter assay, cell-based qHTS; stimulated with anti-CD3/CD4/CD28 beads; in transgenic mouse T cells; in the data active = activation above about 50%; inconclusive = mostly about 30% to 49%; note: 0% is about no effect
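Using fluorescent plate cytometry, EGFP and DsRed are detected in transgenic mouse T cells stimulated 18 h at 37 degrees C with antibody-coated beads after 60 min compound pretreatment.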
EPAC1 antag: antagonists of human EPAC1; AID 720709; EPAC1 GEF assay, Rap1b-BODIPY-GDP exchange fluorescence; O95398; hit rate 0.14% among 360,000; Potency, µM (top dose mostly 115 µM), inactives show at the highest dose activity change, negative = inhibition, most hits filed as inhibitors;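 note: potency is the fitted concentration of half-maximal effect; plate controls were vehicle for no effect and positive control for full effect; nearly all actives have a fitted effect of over 50% in size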
aSyn yeast inh: inhibitors of alpha-synuclein toxicity in yeast; Yeast expressing alpha-synuclein, growth rescue, BacTiter-Glo, 24 h; Potency, µM (highest dose often 46.1 µM), inactives show at the top dose growth rescue (activation), most hits filed as activators; hit rate 0.14% among 370,000; AID 652106; note: potency is the fitted concentration of half-maximal effect; % of control where 0% means no effect; nearly all actives have a fitted effect of over 65% in size
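Readout is rescue of growth in alpha-synuclein-expressing yeast, so inhibitors of toxicity appear as activators. Growth after 24 hr at 30 deg C in galactose medium is quantified by luminescence.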
EPAC1 ag: agonists of human EPAC1. O95398. EPAC1 agonist qHTS, biochemical assay; response scale: 100% = response to 6.5 mM cAMP. Potency, µM (titrated, usually from 154 µM), for the others: at the highest dose activation, hits mostly activators. hit rate 0.073% among 360,000; note: potency is the fitted concentration of half-maximal effect; nearly all actives have a fitted effect of over 60% in size
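Multi-concentration qHTS readout: loss of Rap1B-bound BODIPY-GDP fluorescence driven by 100 nM EPAC1 with excess GDP (50 uM), monitored kinetically at room temperature; agonist response expressed relative to 6.5 mM cAMP.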
Abeta yeast res: compounds reversing amyloid beta toxicity in yeast. hit rate 0.063% among 410,000. yeast expressing A-beta42, growth rescue, OD600, 48 h; response scale: 0% DMSO, 100% iron-clioquinol control. Potency, µM (highest dose often 46.1 µM), for the others: at the highest dose growth rescue, hits mostly activators; note: potency is the fitted concentration of half-maximal effect; nearly all actives have a fitted effect of over 55% in size
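Yeast A-beta toxicity model in growth medium with pinned compounds, 48 h at 30 C; growth read as absorbance at 600 nm. Normalized to FeCl3/clioquinol equimolar mix (positive) and DMSO (negative).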
PLK1 PBD block: blocks phosphopeptide binding to human PLK1 polo-box domain; P53350; Plk1 PBD binding of FITC phosphopeptide, fluorescence polarization; Potency, µM, for the others: max response, negative = inhibition, hits mostly inhibitors; hit rate 2.8% among 360,000; AID 720504; note: potency is the fitted concentration of half-maximal effect; series mostly up to about 57 µM; % is set by controls: 0 for no effect and ±100 for the full control effect; nearly all actives have a fitted effect of over 65% in size
PI5P4K alpha inh: blocks human PI5P4K alpha kinase activity; P48426; PI5P4Kalpha enzyme, ADP-Glo luminescence, 60 min; hits give low values; max response, %; hit rate 1.2% among 330,000; AID 652105; active = max response of -50% or lower; inconclusive = between -30% and -50%; inactive = -30% or higher; note: value at the top dose of about 77 µM; % is set by controls: 0 for no effect and ±100 for the full control effect
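Compounds were pin-transferred onto PI5P4Kalpha and substrate in HEPES pH 7.4 buffer with EGTA, CHAPS and 5% DMSO. ATP (5 microM final) started the reaction, which ran 60 minutes at room temperature before ADP-Glo detection.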
An asterisk follows results filed as active; ? = inconclusive; nt = no result given; & = joins results of further samples; [ ] = remark or other dose. Unless noted, calls come from the whole dose curve; as a rule, active = well fitted curve in the direction sought with a large enough effect; inconclusive = small, poorly fitted or top-dose-only effect, or another doubt; inactive = no such curve, though single readings can be large; an effect the other way counts as inactive or inconclusive.

entry	canonical_smiles	EPAC1 ag	EPAC1 antag	FUS yeast rescue	PLK1 PBD block	aSyn yeast inh	Abeta yeast res	PI5P4K alpha inh	WRN inhibitor	IL2 activator
1	O=C(Nc1cc(C(F)(F)F)ccc1N1CCOCC1)c1ccc(Cl)nc1	-1%	-5%	38%	-3%	-4%	-27%	-7	-2%	1.3
2	O=C(CSC1=NCCS1)Nc1ccnc2ccccc12	-2%	4%	3%	-6%	-13%	29%	nt	-6%	-2.7
3	CN(C(=O)COC(=O)c1nc(-c2ccccc2)n(-c2ccccc2)n1)C1CCS(=O)(=O)C1 (configuration not stated)	9%	3%	0%	-2%	-11%	-5%	-2	-1%	3.3
4	CCOC(=O)N1CCN(Cc2nc(Cc3cccc(F)c3)no2)CC1	2%	-13%	-5%	-8%	6%	-5%	-6	6%	-0.2
5	COC(=O)C[C@@H]1C[C@H]2c3cc(NC(=O)C4CCC4)ccc3O[C@H]2[C@@H](CO)O1	-4%	1%	-24%	-4%	-1%	-3%	-1	-2%	11
6	CC1=C(C(=O)OC(C)C)C(c2ccc3c(c2)OCO3)NC(=O)N1 (configuration not stated)	7%	-4%	-11%	7%	-2%	-28%	-2	2%	-2.6
7	Cc1nnsc1-c1c(C(=O)Oc2ccccc2)c(C)nn1-c1ccccc1	6%	-10%	26%	3%	5%	-5%	-4	-5%	0.2
8	COc1ccc2cnn(CCOc3cc(C)ccc3C(C)C)c(=O)c2c1OC	2%	-8%	nt	-6%	-3%	-27%	18	-5%	-0.6
9	C/C(=N\N1C(=O)c2ccccc2NC1c1ccccc1)c1ccccc1O (configuration not stated)	-9%	-24%	-24%	-1%	1%	-11%	-1	7%	-2.9
10	C/C(=N/OCC(=O)NCCCCCCNC(=O)CO/N=C(/C)c1cccs1)c1cccs1	-7%	-15%	nt	-4%	0%	12%	-6	-8%	-0.6
11	COc1ccc(-c2nnc(SCc3ccccc3)n2N)cc1	9%	16%	31%	-12%	2%	9%	nt	2%	-3.4
12	CC(C)=CCC(C)(C)/C=N/NC(N)=O	-6%	5%	-26%	8%	4%	4%	20	-9%	0.1
13	CCOc1[nH]n(-c2ccccc2)c(=O)c1C=NCc1ccncc1	0%	16%	5%	3%	2%	7%	4	6%	0.3
14	CCC(=O)Nc1cc(Cl)ccc1C(=O)O	9%	18%	18%	-10%	-4%	2%	-17	4%	-1.2
15	Cc1nc(N2CCCCC2)c2ccsc2n1	2%	-11%	1%	3%	nt	-12%	-5	8%	-1.4
16	OCCC1CN(Cc2c(O)ccc3ccccc23)CCN1CCc1ccccc1 (configuration not stated)	-3%	-12%	47%	24µM*	4%	?	2	-9%	-2.3
17	CCCC(C(=O)Nc1nccs1)c1ccccc1 (configuration not stated)	-5%	1%	-12%	-1%	-1%	?	-4	0%	-1.7
18	CCN(CCNC(=O)c1cccc(N2CCCC2=O)c1)c1ccccc1	4%	5%	-2%	-11%	3%	12%	0	-3%	-1.8
19	COc1ccccc1Cn1c(=S)[nH]c2cc(C(=O)N3CCCC3)ccc2c1=O	10%	5%	18%	-1%	-4%	9%	-12	0%	-2.8
20	CC(NC(=O)c1ccc(N2CCCC2=O)cc1)c1ccccc1 (configuration not stated)	4%	2%	24%	-1%	-12%	0%	nt	-13%	2.5
21	COc1ccc(Nc2nc3ccccc3s2)cc1	-2%	-6%	-21%	-8%	0%	?	-3	-4%	0.6
22	O=C(COC(=O)/C=C/c1ccccc1Cl)NC1CCCC1	-2%	-14%	-1%	-3%	-5%	-5%	-1	-6%	1.4
23	Cc1ccc(S(=O)(=O)N2C[C@H]3C(=O)C[C@@H](c4ccccc4)N(S(=O)(=O)c4ccc(C)cc4)[C@H]3C[C@H]2c2cccs2)cc1	5%	-5%	27%	-3%	3%	3%	0	-8%	-0.3
24	Cc1cccc(-c2noc(CN(C(=O)c3ccc4c(c3)OCO4)C(C)C)n2)c1	3%	-10%	22%	27µM*	17%	11%	-12	-4%	-1.4
25	CCC(Sc1nc2ccccc2c(=O)[nH]1)C(=O)Nc1ccc(C(C)=O)cc1 (configuration not stated)	3%	?	11%	-5%	-5%	-10%	2	-14%	-0.6
26	Cn1c(=O)c2ncn(CC(=O)Nc3ccc4c5c(cccc35)CC4)c2n(C)c1=O	-3%	4%	32%	-7%	-4%	5%	-30	-10%	1.3
27	O=C(Cn1c(=O)sc2ccccc21)Nc1ccc(O)cc1	9%	34%[activator]	24%	-5%	-5%	2%	-10	-1%	0.2
28	CCCNC(=O)C1(C)CCCN(C(=O)c2ccc(F)c(Cl)c2)C1 (configuration not stated)	-2%	10%	-1%	1%	-4%	-15%	2	1%	0.0
29	CC(C)c1ccc(O)c(NC(=S)NC(=O)c2ccc3c(c2)OCO3)c1	24%	5%	-7%	-14%	-5%	?	2	-4%	-0.9
30	CCOC(=O)C1CCCN(C(=O)C2CCCN(S(C)(=O)=O)C2)C1 (configuration not stated)	1%	4%	-3%	2%	-2%	12%	nt	-8%	8.2

Quoted from above: compounds 21 to 27
entry	canonical_smiles	EPAC1 ag	EPAC1 antag	FUS yeast rescue	PLK1 PBD block	aSyn yeast inh	Abeta yeast res	PI5P4K alpha inh	WRN inhibitor	IL2 activator
21	COc1ccc(Nc2nc3ccccc3s2)cc1	-2%	-6%	-21%	-8%	0%	?	-3	-4%	0.6
22	O=C(COC(=O)/C=C/c1ccccc1Cl)NC1CCCC1	-2%	-14%	-1%	-3%	-5%	-5%	-1	-6%	1.4
23	Cc1ccc(S(=O)(=O)N2C[C@H]3C(=O)C[C@@H](c4ccccc4)N(S(=O)(=O)c4ccc(C)cc4)[C@H]3C[C@H]2c2cccs2)cc1	5%	-5%	27%	-3%	3%	3%	0	-8%	-0.3
24	Cc1cccc(-c2noc(CN(C(=O)c3ccc4c(c3)OCO4)C(C)C)n2)c1	3%	-10%	22%	27µM*	17%	11%	-12	-4%	-1.4
25	CCC(Sc1nc2ccccc2c(=O)[nH]1)C(=O)Nc1ccc(C(C)=O)cc1 (configuration not stated)	3%	?	11%	-5%	-5%	-10%	2	-14%	-0.6
26	Cn1c(=O)c2ncn(CC(=O)Nc3ccc4c5c(cccc35)CC4)c2n(C)c1=O	-3%	4%	32%	-7%	-4%	5%	-30	-10%	1.3
27	O=C(Cn1c(=O)sc2ccccc21)Nc1ccc(O)cc1	9%	34%[activator]	24%	-5%	-5%	2%	-10	-1%	0.2

The list goes on.
entry	canonical_smiles	EPAC1 ag	EPAC1 antag	FUS yeast rescue	PLK1 PBD block	aSyn yeast inh	Abeta yeast res	PI5P4K alpha inh	WRN inhibitor	IL2 activator
31	Cc1onc(-c2c(F)cccc2Cl)c1C(=O)NCc1cccs1	15%	-21%	32%	-8%	0%	-5%	nt	8%	1.2
32	Cc1ccoc1C(=O)N1CCCC(CCC(=O)N2CCN(c3ccccn3)CC2)C1 (configuration not stated)	1%	10%	-1%	-15%	4%	-12%	11	0%[57.1 µM]	0.0
33	COc1ccc(N2C(=O)CSC2c2ccc(F)cc2)cc1 (configuration not stated)	3%	-18%	-2%	-9%	9%	-22%	3	10%	0.8
34	CNC(=S)Nc1ccc(OCc2ccccc2)cc1	4%	-13%	-19%	-10%	-1%	?	2	-9%	1.6
35	O=C(Nc1cnn(Cc2c(Cl)cccc2Cl)c1)c1ccc([N+](=O)[O-])cc1	-10%	-12%	8%	-18%	-5%	17%	3	-2%	-0.3
36	COCCNCC(=O)Nc1nc(C)cs1	4%	6%	10%	-7%	-3%	0%	3	-17%	-0.2
37	CC(C)(C)NS(=O)(=O)NC(=O)C1=C(N2CCCC2)COC1=O	4%	-25%	-16%	-13%	-1%	2%	2	3%	-1.3
38	Cc1nc2cc(NC(=O)c3ccc(N4C(=O)CCC4=O)cc3)ccc2s1	2%	6%	-27%	-3%	0%	5%	2	-8%	2.6
39	Oc1ccc(NCc2ccccc2OCc2ccccc2F)cc1	16%	79µM*	32%&26%	-11%	7%	-33%&1%	-23	?	0.5
40	C[C@H]1CN([C@@H](C)CO)C(=O)c2cc(NC(=O)C3CCCCC3)ccc2O[C@H]1CN(C)CC1CCCCC1	-2%	3%	-11%	2%	-1%	-2%	1	9%	0.1
41	COCCN(C(=O)CSc1nnc(C)n1-c1ccccc1)c1c(N)n(Cc2ccccc2)c(=O)[nH]c1=O	-7%	-6%	nt	-20%	-2%	5%	-9	-11%	-0.3
42	CN(C(=O)CSc1nc2ccccc2o1)C1CCS(=O)(=O)C1 (configuration not stated)	0%	-11%	5%	-12%	1%	10%	-9	-17%	1.8
43	Cc1ccc(S(=O)(=O)N2C[C@H]3[C@H]4C(=O)N(c5ccccc5)C(=O)[C@H]4CC(=O)[C@H]3[C@@H]2c2cccc3ccccc23)cc1	5%	-8%	11%	4%	5%	2%	6	-7%	-0.4
44	CCN(CC)CCC(c1ccc(N(C)C)cc1)c1c(OC)cc(OC)c2ccc(=O)oc12 (configuration not stated)	0%	-20%	-1%	4%	-8%	-13%	-4	7%	-0.1
45	C[C@H](CO)N1C[C@H](C)[C@H](CN(C)C(=O)Nc2ccc(F)cc2)Oc2c(NC(=O)c3ccc(-c4nccs4)cc3)cccc2C1=O	0%	-13%	?	-19%	-2%	-8%	-1	-2%	-0.1
46	CN(C)S(=O)(=O)c1ccc(Cl)c(NC(=O)CN2CCNC(=O)C2)c1	10%	5%	11%	2%	3%	-8%	-3	9%	0.9
47	COc1ccc(CCN(C)CCCC(C#N)(c2cc(OC)c(OC)c(OC)c2)C(C)C)cc1OC (configuration not stated)	-13%	12%	-16%	?	-2%&5%	2%	-6	9%	0.2

High-throughput results from PubChem BioAssay.
